From PubChem BioAssay
CR mimetic SO: lowers age-related superoxide in aged yeast cells; superoxide response (% of plate mean), % at 10 µM; 330,000 tested, 0.18% active; S. cerevisiae aged cells, superoxide DHE fluorescence; stronger effect = lower value;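 active = superoxide response under a set limit, about three screen SD below normal, cut at about 65% in these data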;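 note: yeast aged for seven days with compound at 30 °C before DHE staining; 100% = average MFI of all compound-treated wells on the plate with controls excluded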
BCLXL inh: Bcl-xL (human) inhibition. Q07817. GST-Bcl-xL / FITC-Bim BH3 peptide fluorescence polarization. inhibition, % at 10.9 µM. 320,000 tested, 0.7% active;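 active = inhibition above the mean of all tested compounds plus 3 SD, cutoff set per campaign, cut at about 30% in these data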;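 note: 0% = DMSO wells and 100% = unlabeled Bim-BH3 peptide competitor; inhibitors lower millipolarization by displacing the labeled peptide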
Target sequence (Q07817 whole entry, looked up): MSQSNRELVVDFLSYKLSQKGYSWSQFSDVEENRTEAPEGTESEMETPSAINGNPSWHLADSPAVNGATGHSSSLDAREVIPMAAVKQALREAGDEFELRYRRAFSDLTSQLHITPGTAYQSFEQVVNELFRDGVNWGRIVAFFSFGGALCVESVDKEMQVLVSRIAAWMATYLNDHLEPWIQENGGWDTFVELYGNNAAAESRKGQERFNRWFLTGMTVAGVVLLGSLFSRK
GRK2 inh: human GRK2 inhibition via aptamer displacement | P25098 | 330,000 tested, 0.59% active | inhibition of aptamer binding, % at 10 µM | AID 488847 | bead flow cytometry, FAM-aptamer displacement from GRK2;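 active = inhibition of aptamer binding above 40%, roughly 3 SD of noise, on plates passing a quality check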;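 note: median bead fluorescence of bound FAM aptamer so fluorescent compounds give negative values; no value below 0 was filed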
GLD-1 RNA inh: GLD-1-TGE RNA interaction inhibition (C. elegans). inhibition, % at 5.96 µM. Q17339. 320,000 tested, 0.44% active. purified GLD-1 + fluorescein TGE RNA, fluorescence polarization;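 active = percent inhibition above a per-plate cutoff, the plate mean of test compounds plus 3 SD, cut at about 30% in these data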;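 note: 0% = DMSO wells with GLD-1 and probe and 100% = wells lacking GLD-1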
MEX-5 binding: C. elegans MEX-5 TCR-2 RNA binding activity. 300,000 tested, 0.38% active. MEX-5/FITC-TCR2 RNA binding, fluorescence polarization; stronger effect = lower value. activity score (negative = inhibition of binding), % at 10 µM. Q9XUB2;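 active = inhibition past about -25% in most replicates, and total fluorescence under double the plate's negative control median, limit read from the data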;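 note: 0% = DMSO and -100% = 5 µM competing unlabeled TCR2 RNA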
Target sequence (Q9XUB2 whole entry, looked up): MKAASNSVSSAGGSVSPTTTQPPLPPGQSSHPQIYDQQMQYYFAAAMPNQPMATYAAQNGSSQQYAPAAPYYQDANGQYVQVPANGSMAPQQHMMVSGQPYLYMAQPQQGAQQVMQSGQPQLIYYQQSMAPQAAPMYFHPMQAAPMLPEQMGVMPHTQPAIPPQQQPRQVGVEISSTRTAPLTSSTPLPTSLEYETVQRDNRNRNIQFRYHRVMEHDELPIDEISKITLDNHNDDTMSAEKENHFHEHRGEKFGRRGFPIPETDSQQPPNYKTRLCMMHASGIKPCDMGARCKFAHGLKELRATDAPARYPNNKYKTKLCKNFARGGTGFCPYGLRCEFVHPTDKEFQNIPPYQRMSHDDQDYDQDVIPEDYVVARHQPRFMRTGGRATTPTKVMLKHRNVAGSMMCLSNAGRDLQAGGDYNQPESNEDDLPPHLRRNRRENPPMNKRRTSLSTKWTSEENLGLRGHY
CIT2 TOR yeast: yeast TOR pathway CIT2-GFP modulation; S. cerevisiae CIT2-GFP strain, flow cytometry, 3 h; 100 means same as DMSO wells; GFP response vs DMSO, % at 10 µM; 320,000 tested, 0.065% active; AID 2029;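 active = GFP response relative to DMSO above a set limit, near the screen mean plus 3 SD, cut at about 150% in these data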;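 note: ratio of well median GFP fluorescence to mean of DMSO wells on the plate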
VLA-4 inh: inhibition in a human VLA-4 binding assay; 330,000 tested, 0.2% active; VLA-4 expressing cells, ligand binding flow cytometry; AID 2557; P13612; inhibition, % (about 7 µM as worked out from the volumes in the protocol); in the data active = inhibition above about 50%
AGP1 TOR yeast: yeast TOR pathway AGP1-GFP modulation; 320,000 tested, 0.02% active; GFP response vs DMSO, % at 10 µM; S. cerevisiae AGP1-GFP multiplex flow cytometry, 3 h; GFP as percent of DMSO wells;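 active = GFP response relative to DMSO above a set limit, near screen average plus 3 SD, cut at about 150% in these data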;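 note: median GFP channel fluorescence of the gated AGP1 strain per well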
MCL1-BIM inh: MCL1-BIM-BH3 interaction inhibition (human); AID 2057; Q07820; 320,000 tested, 0.68% active; GST-MCL1 / FITC-Bim-BH3 fluorescence polarization; inhibition, % at 10.9 µM;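 active = inhibition above the mean inhibition of all tested compounds plus 3 SD, set per campaign, cut at about 40% in these data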;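 note: 0% = DMSO wells and 100% = unlabeled Bim-BH3 peptide control; higher means more loss of mP so more displacement of Bim peptide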
Target sequence (Q07820 whole entry, looked up): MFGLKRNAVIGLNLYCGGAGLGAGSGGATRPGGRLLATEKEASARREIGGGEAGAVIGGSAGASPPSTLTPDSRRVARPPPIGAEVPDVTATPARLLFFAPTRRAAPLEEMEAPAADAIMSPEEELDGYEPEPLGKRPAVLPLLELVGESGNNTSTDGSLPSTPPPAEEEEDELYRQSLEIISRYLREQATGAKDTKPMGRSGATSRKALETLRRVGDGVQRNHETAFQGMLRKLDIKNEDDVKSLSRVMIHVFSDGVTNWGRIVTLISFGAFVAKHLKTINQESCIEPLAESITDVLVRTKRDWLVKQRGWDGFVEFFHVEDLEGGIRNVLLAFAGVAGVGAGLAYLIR
The depositor's hits bear a star; . = not tested or not shown. An unsorted share of the library; any-hit rate near 2.1%.

SMILES | CR mimetic SO | BCLXL inh | GRK2 inh | GLD-1 RNA inh | MEX-5 binding | CIT2 TOR yeast | VLA-4 inh | AGP1 TOR yeast | MCL1-BIM inh
COc1ccccc1C(c1nnnn1CCc1ccccc1)N1CCCCCC1 (centres undefined) | 106 | 6 | 0 | -8 | -0.8 | . | 8 | 104 | 1
O=C(CN1CCCCCCC1)N/N=C/c1ccccc1F | 113 | -2 | 2 | 4 | -1.5 | . | 14 | . | 2
CCOC(=O)c1ccc(NC(=O)Nc2ccon2)cc1 | 103 | 4 | 1 | 0 | -1.0 | 95 | 48 | 99 | 5
Cc1ccc(-c2cc(C(=O)Nc3nn[nH]n3)c3ccccc3n2)c(C)c1 | 134 | 6 | 1 | 1 | -1.6 | 101 | 5 | 107 | 4
COc1ccc(OC)c(S(=O)(=O)NCc2cccnc2)c1 | 105 | 0 | 0 | 4 | -1.7 | 107 | 3 | 113 | -3
CC1(C)Cc2c(cnn2-c2cccc(F)c2)C(NC(=O)c2csnn2)C1 (centres undefined) | 96 | 7 | 3 | 5 | 0.3 | 95 | 2 | 99 | 18
COc1ccc(CC(=O)OCC(=O)Nc2ccc(Cl)cn2)cc1 | 101 | 3 | 0 | -2 | 1.3 | 91 | 11 | 96 | 0
CCN(CC)S(=O)(=O)c1ccc2c(c1)nc(SCn1nnc3ccccc3c1=O)n2CC | 103 | -3 | 1 | -4 | 0.6 | 85 | -13 | 95 | 0
Cc1ccc(S(=O)(=O)N2CCC(C(=O)NCCCN3CCCC3=O)CC2)cc1 | 106 | . | 0 | -1 | . | 103 | 12 | 101 | .
CC/C(=N\NC(=O)c1ccc(Br)cc1)c1ccccc1 | 97 | -6 | 1 | -5 | 1.7 | 101 | -13 | 74 | -8
Cc1ccc(C(=O)Nc2ccc3c(c2)CCC3)o1 | 94 | 9 | 0 | 11 | 2.9 | 91 | 3 | 94 | 10
O=C(NCCN1CCOCC1)c1cc(-c2ccc(F)cc2)nc2ccccc12 | 87 | -2 | 0 | -5 | 0.2 | 105 | 4 | 102 | -6
CCOc1ccc(-c2cccc(NC(=O)c3cccs3)c2)nn1 | 94 | 4 | 5 | 5 | -1.8 | 88 | 2 | 112 | -1
C#CCNC(=O)C1=C[C@H](c2ccc3c(c2)OCO3)C[C@H](OCCCCO)O1 | 96 | 8 | 0 | -2 | 0.6 | 95 | 2 | 93 | 20
O=C1C(C=NCCCN2CCOCC2)=C(O)c2ccccc21 | 92 | 5 | 6 | 5 | -0.9 | 96 | 0 | 102 | -5
CC1C(O)=C(c2nc3ccccc3[nH]2)C(=N)N1c1ccccc1 (centres undefined) | 87 | 2 | 4 | 3 | -1.6 | 100 | 7 | 108 | 6
O=C(CSc1nnc(SCc2ccc(Cl)cc2)s1)N1CCN(C(=O)c2ccco2)CC1 | 99 | 1 | 22 | 4 | 2.7 | 96 | 1 | 101 | -4
Cc1ccccc1Nc1nc(N2CCOCC2)nc(N2CCOCC2)n1 | 81 | 5 | 0 | 6 | 0.2 | 94 | 11 | 99 | 0
C(=N\Nc1ccc2nncn2n1)/c1ccco1 | 77 | 2 | 4 | 2 | -2.0 | 88 | -77 | 98 | 0
O=C(CCN1CCN(c2ccccc2)CC1)NNC(=S)Nc1ccccc1 | 99 | 2 | 0 | 6 | -0.8 | 90 | 3 | 102 | 1
CC(C)NC(=O)/C(C#N)=C/c1cccc(NC(=O)c2ccccc2Cl)c1 | 86 | 2 | 0 | -5 | 2.1 | 96 | 22 | 93 | 8
Cc1cc(C(=O)OCC(=O)N(C)C2CCS(=O)(=O)C2)c(C)n1-c1ccccc1 (centres undefined) | 107 | 3 | 1 | 4 | -0.3 | 108 | 1 | 111 | -3
CCN(CC)CCNC(=O)c1cccc(NC(=O)C(=O)c2ccccc2NC(C)=O)c1 | 86 | 4 | 0 | -2 | -1.6 | 112 | 16 | 115 | 7
Cc1ccc(C(=O)NCCC(=O)N2CCC3(CC2)NCCc2[nH]cnc23)cc1C | 107 | 8 | 0 | 0 | -1.5 | 96 | 15 | 97 | 4
O=C(Nc1ccc2c(c1)OCCO2)C1CCCN(S(=O)(=O)c2cccnc2)C1 (centres undefined) | 107 | -2 | 4 | 2 | 0.0 | 106 | -16 | 102 | 8
COc1ccc(O)c(-c2cn[nH]c2-c2cccs2)c1 | 108 | 3 | 0 | -1 | 0.0 | 95 | -8 | 102 | -1
Cn1c(NC(=O)c2cc(-c3ccc4c(c3)OCO4)nc3ccccc23)cc(=O)n(C)c1=O | 104 | 8 | 2 | 1 | 3.0 | 101 | -9 | 94 | -1
Cc1ccnc(NC(=O)CNC(=O)c2ccc3ccccc3c2)c1 | 96 | 4 | 0 | 2 | 0.2 | 98 | -3 | 99 | 4
O=C(CSc1nc(O)c(C2CCCCC2)c(=O)[nH]1)Nc1ccc(Cl)cc1 | 105 | -1 | 1 | -9 | -0.2 | 90 | 28 | 101 | -3
COc1ccc(-n2cc(C#N)c(=O)[nH]c2=O)cc1 | 92 | -1 | 0 | 3 | 0.7 | 98 | 6 | 103 | 0
CCN1C(=O)[C@H]2[C@@H](c3ccc(-c4ccc(C(C)=O)cc4)c(OC)c3)N[C@@](Cc3ccccc3)(C(=O)OC)[C@H]2C1=O | 97 | 5 | 0 | 4 | 0.9 | 96 | 19 | 86 | 11
C/C(=N/NC(=O)c1sc(=S)n(C)c1C)c1ccccc1 | 92 | 1 | 3 | 4 | 0.1 | 95 | -15 | 94 | 8
COC(=O)C1=C[C@@H](C(=O)OC)C2C3=C(C(=O)C24CCCCC4)[C@H](C)n2c(=O)n(C)c(=O)n2[C@@H]3C1 (some centres undefined) | 86 | 5 | 0 | -7 | 0.0 | 91 | -4 | 93 | 1
COc1ccc2nc(SCC(=O)c3ccco3)[nH]c2c1 | 91 | -2 | 2 | 8 | -1.3 | 101 | 3 | 97 | -4
CCC(C)(C)NC(=O)C(c1cccc(OC)c1OC)N(C(=O)CCC(=O)Nc1cc(C)on1)C(C)C (centres undefined) | 111 | 2 | 0 | -2 | 1.6 | 101 | 8 | 101 | 6
COc1cccc(Cn2cnc3c([N+](=O)[O-])c(C)c(C)cc32)c1 | 104 | 5 | 0 | 1 | 1.4 | 94 | 4 | 98 | 3
Cc1cc(C)nc(SCC(=O)N2CCOCC2)n1 | 99 | 3 | 1 | 3 | 0.8 | 98 | -3 | 100 | 7
Cc1ccc(NC(=O)CN(C)C(=O)/C=C/c2ccc3c(c2)OCO3)cc1 | 92 | -3 | 3 | 4 | . | 93 | 13 | 92 | -3
Cc1ccc(NC(=O)CC(C)N2CCCC2)cc1 (centres undefined) | 106 | -2 | 0 | -2 | -1.7 | 94 | 6 | 96 | -3
CC(C)OCCCNc1nc2c(c(=O)n(Cc3ccccc3F)c(=O)n2C)n1C | 98 | 6 | 1 | 5 | -1.5 | . | 6 | 96 | -3
Cc1ccc2cccc(NC3OC(=O)c4ccccc43)c2n1 (centres undefined) | 115 | 5 | 1 | 2 | -2.2 | 98 | -9 | 101 | 11
Cc1cc(C(=O)COC(=O)C2=COCCO2)c(C)n1-c1ccc2c(c1)OCO2 | 102 | 6 | 0 | 5 | -0.7 | . | 3 | 104 | 4
COc1cc2nc(CN(C)Cc3ccc(F)cc3)[nH]c(=O)c2cc1OC | 99 | -1 | 4 | -6 | 1.0 | 86 | 10 | 91 | -1
S=c1[nH]nc(-c2ccco2)n1/N=C/c1ccccc1Cl | 98 | -29 | 3 | -2 | 1.7 | 100 | 6 | 103 | -12
COc1cccc(C(=O)Nc2cc(C)on2)c1OC | 110 | 3 | 1 | 4 | -1.3 | 105 | -2 | 110 | 9
COc1ccc(CCN(C)Cc2ccc(OC)c(OCc3ccccc3)c2)cc1OC | 89 | 1 | 3 | 8 | -1.4 | 101 | 18 | 98 | 0
Cc1ccc(NC(=S)NNC(=O)c2c(Cl)c(C)nn2C)cc1 | 77 | -3 | 2 | 1 | -0.5 | 97 | 4 | 98 | -3
CC(=O)N1c2ccc(S(=O)(=O)NC(CC(=O)O)c3ccc(Br)cc3)cc2CC1C (centres undefined) | 111 | 4 | 0 | 5 | 2.9 | 101 | 6 | 104 | -5

Only CR mimetic SO and CIT2 TOR yeast, for 2 of the compounds above:
Molecule | CR mimetic SO | CIT2 TOR yeast
Cc1ccc(NC(=O)CN(C)C(=O)/C=C/c2ccc3c(c2)OCO3)cc1 | 92 | 93
COc1ccc(CCN(C)Cc2ccc(OC)c(OCc3ccccc3)c2)cc1OC | 89 | 101

(cont.)
SMILES | CR mimetic SO | BCLXL inh | GRK2 inh | GLD-1 RNA inh | MEX-5 binding | CIT2 TOR yeast | VLA-4 inh | AGP1 TOR yeast | MCL1-BIM inh
Cc1ccc(-n2nnc3c(=O)n(CC(=O)NCc4ccccc4)cnc32)cc1 | 88 | -16 | 0 | 7 | 0.4 | 108 | -11 | 115 | -34
Cc1ccsc1/C=N/NC(=O)Cn1cnc2ccccc21 | 94 | 6 | 0 | 0 | -0.4 | 116 | 14 | 100 | 7
O=C(O)/C=C/C(=O)NC1CCCCCCCCCCC1 | 96 | 1 | 4 | -1 | -3.2 | 94 | 3 | 99 | -2
Cn1cnnc1SCCCN1C(=O)c2cccc3cccc(c23)C1=O | 110 | 10 | 0 | 3 | -1.3 | 88 | -28 | 103 | 11
Cc1oc(-c2ccccc2F)nc1CS(=O)CC(=O)NCc1ccc2c(c1)OCO2 (centres undefined) | 116 | 4 | 1 | -10 | 0.9 | 101 | 3 | 100 | 6
Cc1cc(C)cc(NC(=O)CN2C(=O)C3CC=CCC3C2=O)c1 (centres undefined) | 95 | 5 | 1 | 3 | . | 90 | 5 | 91 | 3
O=C(CN1CCCC1)Nc1ccc(F)cc1 | 115 | 1 | 0 | 0 | -0.1 | 86 | 12 | 103 | 7
Cc1cc(C)c(S(=O)(=O)c2ccc(C(C)(C)C)cc2)c(Cl)n1 | 89 | 2 | 0 | -160 | 1.3 | 102 | -9 | 97 | 2
C=CCN1C(=O)C(C)(C)N(C(C)=O)c2ccccc21 | 109 | -1 | 0 | 5 | -0.1 | 98 | 0 | 99 | 1
CCCC(C)C(=O)Nc1ccc(S(=O)(=O)Nc2nccs2)cc1 (centres undefined) | 93 | 2 | 2 | -5 | 0.7 | 89 | 4 | 100 | 2
Cc1cccc(NC(=S)N(CCN(C)C)C(C)c2ccco2)c1 (centres undefined) | 102 | 4 | 6 | -3 | -1.0 | 92 | 8 | 73 | 7
Cc1ccc(NC(=O)COCC(=O)Nc2ccc(F)cc2)cc1 | 97 | 6 | 0 | -6 | -3.6 | 111 | 8 | 100 | 6
Cc1cc(N2CCOCC2)ccc1/C=C1/SC(=O)NC1=O | 118 | 4 | 4 | 0 | -0.1 | 110 | 7 | 102 | 5
O=C(O)c1cn(Cc2ccccn2)c(=O)c2ccccc12 | 98 | 0 | 0 | 5 | -2.2 | 100 | 17 | 93 | 4
CCOc1ccc([C@@H]2CC=C(C(=O)O)[C@H](c3cccc(Cl)c3)N2S(=O)(=O)c2ccc(C)cc2)cc1 | 91 | 10 | 1 | 0 | . | 87 | -12 | 91 | -1
O=C(NCC1CCCCC1)c1cccc(Br)c1 | 90 | 2 | 1 | 1 | 0.6 | 93 | 2 | 102 | 0
O=C1[C@H]2[C@@H](C3CC3)N3C(=O)CN(Cc4ccccn4)C(=O)[C@@]3(Cc3ccccc3)[C@H]2C(=O)N1c1ccccc1 | 100 | -1 | 0 | 2 | 1.2 | 64 | -10 | 69 | -3
